ERK EGF block – inhibitors of EGF-stimulated ERK signaling pathway. AID 1454. hit rate 0.41% among 130,000. HEK293-V1b, EGF-stimulated phospho-ERK AlphaScreen. Potency, µM (doses to about 11.5 µM), inactives show at the highest dose activity change, negative = inhibition, most hits filed as inhibitors; active means well fitted inhibition curve with a large enough effect; inconclusive means small, poorly fitted or top-dose-only effect, or effect the other way;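 further: plate controls were stimulated vehicle wells for no effect and unstimulated vehicle basal for full effect; nearly all actives have a fitted effect of over 55% in size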
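In this qHTS, HEK293 cells with stable type-1 vasopressin (V1b) receptor were exposed to compound at 37C for 30 min, stimulated 5 min with EGF at 25 nM, lysed, and probed for phospho-ERK by AlphaScreen.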
* marks the source's active call; other numbers are inactive results; [ ] = remark or other dose. Potency means the concentration at half of the fitted maximal effect.

A first look:
COc1cc(-c2cc(C(=O)Nc3ccc(O)cc3)c3ccccc3n2)cc(OC)c1OC was read as ERK EGF block -5%[57.5 µM].
For CC(=O)c1cnc2cc(-c3ccc(C)cc3)nn2c1C the results were ERK EGF block -6%.
For COc1ccc(Cl)cc1NC(=O)c1cccc(NC(=O)CCC(=O)O)c1 the results were ERK EGF block 21%.
For O=C(CN1CCC(n2cnc3cc(F)ccc32)CC1)Nc1ccccc1Br the results were ERK EGF block 1%.
CC(=O)/C(=N/Nc1ccc(Br)cc1)Sc1cccc2cccnc12 was read as ERK EGF block 10%.
Screening Nc1nc(N2CCN(Cc3ccccc3)CC2)n[nH]1 returned ERK EGF block 2%.
CCCCCCCC1=Cc2ccc(F)cc2C(C(C(=O)OC)C(=O)OC)N1C(=O)OC (stereo not drawn) was read as ERK EGF block -8%.

All compounds of this part, from the first entry:
COc1cc(-c2cc(C(=O)Nc3ccc(O)cc3)c3ccccc3n2)cc(OC)c1OC was read as ERK EGF block -5%[57.5 µM].
For CC(=O)c1cnc2cc(-c3ccc(C)cc3)nn2c1C the results were ERK EGF block -6%.
For COc1ccc(Cl)cc1NC(=O)c1cccc(NC(=O)CCC(=O)O)c1 the results were ERK EGF block 21%.
For O=C(CN1CCC(n2cnc3cc(F)ccc32)CC1)Nc1ccccc1Br the results were ERK EGF block 1%.
CC(=O)/C(=N/Nc1ccc(Br)cc1)Sc1cccc2cccnc12 was read as ERK EGF block 10%.
Screening Nc1nc(N2CCN(Cc3ccccc3)CC2)n[nH]1 returned ERK EGF block 2%.
CCCCCCCC1=Cc2ccc(F)cc2C(C(C(=O)OC)C(=O)OC)N1C(=O)OC (stereo not drawn) was read as ERK EGF block -8%.
For Cc1ccc(NC(=O)C(c2ccc(Cl)cc2Cl)N2CCCC2)cc1 (stereo not drawn) the results were ERK EGF block 4%.
`S=C1NC(c2ccccc2)=CC(c2ccccc2)N1` (stereo not drawn) gave ERK EGF block 3%.
Screening Cc1nnc(SCC(=O)Nc2ccc(Cl)cn2)s1 returned ERK EGF block 0%.
`O=C(CN1CCCC1)Nc1ccc(Br)cc1` gave ERK EGF block 1%.
`Cc1cc(NC(=O)CSc2nnc(-c3ccc(O)cc3)o2)no1` gave ERK EGF block -14%[57.5 µM].
`O=C(N/N=C/c1cccc([N+](=O)[O-])c1)c1cc2ccccc2o1` gave ERK EGF block 9%.
For O=c1[nH]c(=O)c2nc3ccccc3nc2[nH]1 the results were ERK EGF block 27%.
`Cc1cc(/C=N/NC(=O)c2c(Br)cnn2C)c(C)n1-c1cccc(Br)c1` gave ERK EGF block -2%.
CCOc1ccccc1Nc1nc(N)nc(CN2CCCCC2C)n1 (stereo not drawn) was read as ERK EGF block -14%.
Screening COC(=O)[C@@H]1C[C@H]2CC[C@H](O)C[C@H]2N1Cc1ccc(N2CCN(C)CC2)cc1 returned ERK EGF block 2%.
`Cc1cccc(NC(=O)CN2C(=O)N/C(=C/c3cc(C)n(-c4ccncc4)c3C)C2=O)c1` gave ERK EGF block -8%.
O=C1O/C(=C/Br)CCC1c1cccc2ccccc12 (stereo not drawn) was read as ERK EGF block inconclusive.
CC(C)n1nc(C(=O)N2CCN(S(=O)(=O)c3cccs3)CC2)c2ccccc2c1=O was read as ERK EGF block -9%[57.5 µM].
Screening CCOC(=O)C1=C(C)Nc2ccccc2N=C1NC(=O)Cc1ccc(OC)cc1 returned ERK EGF block 5%.
`COc1ccc(NC(=S)NCCN2CCOCC2)cc1` gave ERK EGF block -6%.
For Cc1nc2cnc(Nc3ccccc3)nc2n(C)c1=O the results were ERK EGF block -3%.
COc1ccccc1/C=C/C1NC(=O)NC(C)=C1C(=O)OC(C)C (stereo not drawn) was read as ERK EGF block 8%.
`CC(C)NC(=O)C1(c2ccccc2)CC1(Cl)Cl` (stereo not drawn) gave ERK EGF block 1%.
Screening CCSc1nc2ccc(C)cc2cc1C#N returned ERK EGF block -4%.
Screening O=S(=O)(NC1CCN(Cc2ccccc2)CC1)c1ccc2ccccc2c1 returned ERK EGF block 6%.
CCC/C(=N\NC(=O)Cc1csc(N2CCOCC2)n1)c1ccccc1 was read as ERK EGF block 0%.
`O=C(NCC(c1cccnc1)N1CCOCC1)NC1CCCCC1` (stereo not drawn) gave ERK EGF block -5%[57.5 µM].
`CCN(CC)S(=O)(=O)c1cccc(NC(=O)COC(=O)CCC(=O)c2ccc(F)cc2)c1` gave ERK EGF block 12%.
Screening COCCn1nnnc1C(c1cccs1)N1CCCC(C)C1 (stereo not drawn) returned ERK EGF block 9%.
For O=c1c(Cl)c(NCc2ccccc2Cl)cnn1C12CC3CC(CC(C3)C1)C2 the results were ERK EGF block 1%.
Screening CSc1ccc(C(=O)C2CCCN(Cc3cccc4nccnc34)C2)cc1 (stereo not drawn) returned ERK EGF block 3%[57.5 µM].
Screening O=C(c1cnccn1)N1CCC2(CCN(Cc3cc(C(F)(F)F)cc(C(F)(F)F)c3)CC2)CC1 returned ERK EGF block -2%.
CC(C)CN(CC(C)C)C(=O)CCCC(=O)N(CC(C)C)CC(C)C was read as ERK EGF block -1%.
COc1ccc(OC)c(NC(=O)c2cc3c(Cl)nc4ccccc4c3s2)c1 was read as ERK EGF block -2%.

Retrieved one by one from the entries so far, seven records:
`O=C(NCC(c1cccnc1)N1CCOCC1)NC1CCCCC1` (stereo not drawn) gave ERK EGF block -5%[57.5 µM].
For O=c1c(Cl)c(NCc2ccccc2Cl)cnn1C12CC3CC(CC(C3)C1)C2 the results were ERK EGF block 1%.
Screening O=S(=O)(NC1CCN(Cc2ccccc2)CC1)c1ccc2ccccc2c1 returned ERK EGF block 6%.
`CCN(CC)S(=O)(=O)c1cccc(NC(=O)COC(=O)CCC(=O)c2ccc(F)cc2)c1` gave ERK EGF block 12%.
Screening COCCn1nnnc1C(c1cccs1)N1CCCC(C)C1 (stereo not drawn) returned ERK EGF block 9%.
Screening O=C(c1cnccn1)N1CCC2(CCN(Cc3cc(C(F)(F)F)cc(C(F)(F)F)c3)CC2)CC1 returned ERK EGF block -2%.
CC(C)CN(CC(C)C)C(=O)CCCC(=O)N(CC(C)C)CC(C)C was read as ERK EGF block -1%.

Following part
N#CCC(=O)NNc1c([N+](=O)[O-])cc(C(F)(F)F)cc1[N+](=O)[O-] was read as ERK EGF block inconclusive.
For CCN1CN(CCc2ccccc2)CNC1=S the results were ERK EGF block 3%.
For COc1ccc(CNC(=O)CSc2nnc(-c3cccnc3)n2N)cc1 the results were ERK EGF block -3%.
Screening CC(=O)N1c2ccccc2C2(O)N=C(C)SC12 (stereo not drawn) returned ERK EGF block 3%.
For NC(=O)C1CCN(C2=C(NS(=O)(=O)c3ccc(Cl)cc3)C(=O)c3ccccc3C2=O)CC1 the results were ERK EGF block inconclusive.
For CCc1cc2c(=O)c(-c3nc4ccccc4n3C)c(C)oc2c(CN2CCN(C)CC2)c1O the results were ERK EGF block 4%.
For C=C1C[C@]23CC[C@H]4C(CO)(CO)C[C@@H](O)C[C@@]4(C)[C@@H]2CC[C@H]1C3 the results were ERK EGF block -14%.
`O=C(NCCCCCc1nc2ccccc2[nH]1)c1ccccc1Cl` gave ERK EGF block 0%[57.5 µM].
Screening Cc1ccc2[nH]c(O)c(N=NC(=O)C(C)n3cnc4ccccc4c3=O)c2c1 (stereo not drawn) returned ERK EGF block 6%.
For Cc1cc(C)c(S(=O)(=O)Nc2ccc(C(N)=O)cc2)c(C)c1 the results were ERK EGF block -2%.
For O=S(=O)(c1ccccc1)N1CCC2(CC1)CN(Cc1ccccc1)C2 the results were ERK EGF block 11%.
Screening Nc1nnc(-c2ccc(Cl)c(Cl)c2)s1 returned ERK EGF block -5%.
CC1CCc2cc(F)ccc2N1C(=O)CSc1nnc2c3cc(F)ccc3n(C)c2n1 (stereo not drawn) was read as ERK EGF block -2%.
For CC(=O)c1ccc(NC(=S)Nc2ccn(Cc3ccc(Br)cc3)n2)cc1 the results were ERK EGF block -8%.
`CCCCCOc1ccc(CSc2ncn[nH]2)cc1` gave ERK EGF block 0%.
Screening CCC(Sc1ccccn1)C(=O)Nc1cccc([N+](=O)[O-])c1 (stereo not drawn) returned ERK EGF block -7%[57.5 µM].
Screening CCn1c([N+](=O)[O-])nc2c1c(=O)[nH]c(=O)n2C returned ERK EGF block -11%.
For O=C(COC(=O)Cn1cnc2ccccc2c1=O)Nc1cc(Cl)ccc1[N+](=O)[O-] the results were ERK EGF block 8%.
Screening CC(C)c1ccc(/C=C/C(=O)NCCC2=CCCCC2)cc1 returned ERK EGF block 6%.
`O=C(N/N=C1\CCc2ccccc21)c1ccccc1O` gave ERK EGF block 2%.
COc1ccc(C)cc1NC(=O)C(OC(=O)CNC(=O)c1cc(C)cc(C)c1)c1ccccc1 (stereo not drawn) was read as ERK EGF block 0%.
`Cc1ccc(-c2nc3ncccc3o2)cc1NC(=O)CC(C)C` gave ERK EGF block -4%.
For O=C(O)c1csc(-n2nc(-c3ccccc3)cc2C(F)(F)F)n1 the results were ERK EGF block 2%.
For O=C(NCCc1ccc(F)cc1)C1CCCCC1 the results were ERK EGF block -5%.
For CC1CN(S(=O)(=O)c2cccc(C(=O)Nc3ccc4c(c3)CCC4)c2)CC(C)O1 (stereo not drawn) the results were ERK EGF block 3%.
For COc1ccc(/C=C/C(=O)Nc2ccccc2C)cc1S(=O)(=O)N1CCOCC1 the results were ERK EGF block inconclusive.
`COc1ccc(CC(=O)N2CCN(c3ccccn3)CC2)cc1` gave ERK EGF block 15%.
`CCC(=O)Nc1ccc(N2CCN(C(=O)c3cccs3)CC2)cc1` gave ERK EGF block -14%.
For CC12CCC(C(N)=O)(C1Br)C2(C)C (stereo not drawn) the results were ERK EGF block -1%.
O=[N+]([O-])c1cc(Cl)cc(/C=N/NC(=S)Nc2ccc(S(=O)(=O)N3CCOCC3)cc2)c1O was read as ERK EGF block 13%[57.5 µM].
For COc1ccc(/C=N/NC(=O)c2cccc(OC(F)(F)C(F)F)c2)cc1O the results were ERK EGF block 3%.
Cc1ccc(S(=O)(=O)Nc2ccc3c(c2)CCC3)cc1C was read as ERK EGF block -2%.
Screening O=C(O)/C=C/C(=O)Nc1ccc(-n2ccc(C(F)(F)F)n2)cc1 returned ERK EGF block 6%[57.5 µM].
For Cc1cc(C(=O)Cn2nc(C(=O)O)c3ccccc3c2=O)c(C)n1C1CC1 the results were ERK EGF block -7%.
Screening Cn1cccc1CNC(=S)Nc1ccccc1Cl returned ERK EGF block 3%.
`CCOC(=O)C(=CNc1cc(C)ccc1-n1cccc1)C(=O)OCC` gave ERK EGF block -3%[57.5 µM].
For Oc1cccc2cc3cccc(O)c3c(O)c12 the results were ERK EGF block -2%.
`N#Cc1cc2cc3c(cc2nc1NCCNC(=S)NCCCN1CCOCC1)OCO3` gave ERK EGF block -4%.
Screening CC(C)Sc1nnc(CNC(=O)C23CC4CC(CC(C4)C2)C3)n1C1CCCCC1 returned ERK EGF block 8%.
For COc1ccc(CNC(=O)COC(=O)Cc2ccsc2)cc1 the results were ERK EGF block 6%.
Screening CCCCN1C(=O)NC(NC(=O)C2CC2)(C(F)(F)F)C1=O (stereo not drawn) returned ERK EGF block -1%.
Screening Cc1ccc(S(=O)(=O)NCCc2nnc3ccc(SCc4cccnc4)nn23)cc1 returned ERK EGF block -6%.
For COc1cc(C(=O)OCC(=O)Nc2ccc(SC(F)F)cc2)cc(OC)c1OC the results were ERK EGF block 24%.
For Nc1ccc2nc(CCCCCCc3nc4ccc(N)cc4[nH]3)[nH]c2c1 the results were ERK EGF block -1%.
O=C(Cc1ccccc1F)OCC(=O)N1CCN(C(=O)c2ccco2)CC1 was read as ERK EGF block 0%.
`COc1ccc(N(C)C(=S)Nc2ccc3nc(C)c(C)nc3c2)cc1` gave ERK EGF block 0%.
Screening CC(C)(C)c1ccc(CS(=O)CC(O)CO)cc1 (stereo not drawn) returned ERK EGF block 6%.
For S=c1[nH]nc(-c2cccs2)n1/N=C/c1cn(-c2ccccc2)nc1-c1ccc(Cl)cc1 the results were ERK EGF block 4%[57.5 µM].
`CN(C)S(=O)(=O)c1ccc(C(=O)NC(=O)CSc2ccccc2)cc1` gave ERK EGF block 5%.
Screening NC(=O)c1ccccc1NC(=O)/C=C/c1ccccc1 returned ERK EGF block -1%.
CC(C)(C)NC(=O)Nc1ccc(Cn2cc(C(F)(F)F)ccc2=O)cc1 was read as ERK EGF block 1%.
For COc1ccc(-c2ccc(S(=O)(=O)NCC3CCCO3)cc2)cc1 (stereo not drawn) the results were ERK EGF block 4%.
Screening c1ccc2c3c(c(CN4CCCC4)cc2c1)COC3 returned ERK EGF block -3%.
Screening O=C(Nc1ccc(Cl)c(Cl)c1)Nc1ccccc1C(=O)O returned ERK EGF block -9%.
`CCc1ccc(CN(C)CC(=O)Nc2sccc2C#N)cc1` gave ERK EGF block 7%.
Screening CCC(=O)Nc1ccc2nc(C)n(Cc3ccccc3Cl)c(=O)c2c1 returned ERK EGF block 8%.
Screening CCOc1cc(/C=N/OC(C)=O)ccc1OCc1ccccc1 returned ERK EGF block -6%.
`Cc1ccc(-n2c(-c3ccccc3)n[nH]c2=S)cc1` gave ERK EGF block 7%.
Screening CCN(CCn1cccn1)C(=O)CC1C(=O)NCCN1Cc1ccc(F)c(F)c1 (stereo not drawn) returned ERK EGF block -13%.
For Cc1ccc(C(=O)NC(=S)Nc2ccc(NC(=O)c3cccs3)cc2)cc1[N+](=O)[O-] the results were ERK EGF block 8%.
Screening Cn1c(=O)cc(OCC(=O)N2CCN(c3ccccc3F)CC2)c2ccccc21 returned ERK EGF block 3%.
CN1C(=O)/C(=C\c2ccncc2)SC1=Nc1ccccc1 was read as ERK EGF block 9%.
`CC(=O)c1cccc(Nc2cc(C)nc3ccccc23)c1` gave ERK EGF block 1%[57.5 µM].
O=C(COC(=O)c1cc[n+]([O-])cc1)Nc1ccccc1Cl was read as ERK EGF block -3%.
For C#C[C@]1(O)CC[C@H]2[C@H]3CCC4=Cc5oncc5C[C@]4(C)[C@@H]3CC[C@]21C the results were ERK EGF block -5%.
For CC(C)OC(=O)c1cc2ccccc2[nH]1 the results were ERK EGF block 3%.
`COc1ccc(Cl)cc1NC(=O)CNCC(c1ccccc1)N(C)C` (stereo not drawn) gave ERK EGF block 28%.

Screening data (PubChem BioAssay)

The list is partial; count on the stated rates, not on these rows.
